K1F lysis inhibition: protection from phage-mediated lysis, alamar blue read-out – E. coli UTI89, K1F phage, bacterial capsule biogenesis inhibitors (AID 488966); E. coli UTI89 K1F phage lysis, alamar blue, 2 h; higher % means a stronger effect; one-dose inhibition, % at 100 µM; IC50 in µM for titrated hits; actives 0.02% (n = 340,000);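 active = phage lysis inhibition, versus mean bacterial control, above a set limit; inconclusive = no clear call, values can overlap the other calls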;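 note: capsule biogenesis inhibitors block K1F phage lysis so surviving cells raise fluorescence; higher fluorescence means more inhibition of phage lysis; actives were called in the ten point dose series up to 300 µM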
Rac1 GTP hydrolysis: MgcRacGAP GTPase-activating activity inhibitors, confirmation, biochemical, ADP Hunter fluorescence. MgcRacGAP-stimulated Rac1 GTP hydrolysis, ADP Hunter fluorescence; higher % means a stronger effect; GST-tagged Rac1 F28L mutant substrate. one-dose inhibition, % at 30 µM; IC50 in µM for titrated hits. actives 0.6% (n = 340,000);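 active = first-screen hits whose inhibition reached a set limit at any dose in the follow-up dose series; inconclusive = inhibition above the set first-screen limit but never retested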;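 note: fluorescence reports GDP produced by GAP-driven GTP hydrolysis; strong numbers were not always called active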
SV40 large T antigen: TAg ATPase/helicase activity blockers – biochemical (AID 1903); SV40 large T antigen ATPase/helicase inhibition assay; higher % means a stronger effect; actives 0.39% (n = 310,000); one-dose inhibition, % at 20 µM; IC50 in µM for titrated hits; in the data active = a potency from the dose series; inconclusive = inhibition mostly from about 32% at the one dose, without a potency; inactive = the rest, 99 in 100 with inhibition below about 32%; note: strong numbers were not always called active
PhoP inhibition: PhoP-dependent GFP reporter repression – Salmonella Typhimurium, primary screen (AID 1863). S. Typhimurium PhoP-regulated promoter GFP reporter, 4 h; higher % means a stronger effect. inhibition, % at 50 µM, or IC50 in µM where a hit was titrated. actives 0.16% (n = 300,000);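 active = inhibition over 29.93%, a cutoff 3 SD above the screen mean, later confirmed by dose response; inconclusive = inhibition over 29.93% but no dose response follow-up; inactive = inhibition at most 29.93% or unconfirmed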;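 note: 0% = low Mg2+ inducing control and 100% = high Mg2+ repressing control; strong numbers were not always called active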
RSV CPE inhibition: RSV antiviral activity via CPE protection, HEp-2 cells, primary 10 µM value included (AID 2391). HEp-2 cells, RSV-induced CPE inhibition; higher % means a stronger effect. actives 0.13% (n = 310,000). one-dose CPE inhibition, % at 10 µM; IC50 in µM for titrated hits; in the data active = a potency from the dose series; inconclusive = CPE inhibition mostly from about 23% at the one dose, without a potency; inactive = the rest, 99 in 100 with CPE inhibition below about 21%; note: strong numbers were not always called active
GPR55 antagonists: inhibition of LPI-stimulated GPR55 beta-arrestin translocation – imaging, U2OS, beta-arrestin-GFP, LPI agonist, primary screen (AID 2013); actives 0.13% (n = 290,000); inhibition, % at 10 µM, or IC50 in µM where a hit was titrated; U2OS GPR55 beta-arrestin-GFP translocation imaging, LPI antagonism; higher % means a stronger effect;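 active = spots per cell inhibited over 60%, with over 100 cells counted and total cytoplasm intensity under 500,000; inconclusive = wells with under 100 cells, flagged as likely toxic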;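 note: U2OS cells stably carrying GPR55 and arrestin-GFP stimulated by 5 µM LPI near EC80; imaged beta-arrestin-GFP aggregate spots per cell after agonist stimulation; plate controls were LPI-stimulated DMSO wells for no effect and DMSO wells without LPI for full effect; some results filed as inactive read as strong as hits; confirmed hits need IC50 under 10 µM and bright autofluorescent wells are also inconclusive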
HIV fusion peptide: cell-free HIV fusion peptide-binding blockers – biochemical, uHTS, fluorescence dequenching, primary screen (AID 1986). cell-free peptide binding, fluorescence dequenching, 30 min; higher % means a stronger effect. inhibition, % at 20 µM, or IC50 in µM where a hit was titrated. actives 0.3% (n = 290,000); in the data active = inhibition mostly above about 52%, no sharp cut-off; inactive = mostly below about 76%; note: some results filed as inactive read as strong as hits
Dengue-2 NS5 capping: flavivirus cap methylation enzyme inhibition – biochemical, confirmation dose response, primary screen (AID 588689); Dengue-2 NS5 methyltransferase capping enzyme assay, biochemical; higher % means a stronger effect; inhibition, % at 25 µM; hits with a dose series show IC50 in µM; actives 0.3% (n = 340,000); in the data active = a potency from the dose series; inconclusive = inhibition above about 29% without an active follow-up result
GPR35 arrestin U2OS: GPR35 antagonists blocking zaprinast-driven arrestin recruitment, primary screen, imaging, U2OS, beta-arrestin-GFP, zaprinast agonist (AID 2058). U2OS GPR35 beta-arrestin-GFP translocation imaging, zaprinast antagonism; higher % means a stronger effect. one-dose inhibition, % at 10 µM; IC50 in µM for titrated hits. actives 0.052% (n = 290,000);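 active = inhibition of at least 50% with at least 30 cells and total cytoplasm GFP at most 10,000,000; inconclusive = under 30 cells or total GFP of 10,000,000 plus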
Dengue-2 NS5 capping pilot replicate: further read-out of Dengue-2 NS5 capping, marked with its call; inhibition, %; measured here: pilot screen replicate inhibition
* marks the source's active call; other numbers are inactive results; [ ] = remark or other dose.

COc1ccccc1N(C(=O)c1ccco1)C(C(=O)NC1CCCC1)c1cccnc1 (centres undefined) was read as K1F lysis inhibition 0.1%, Rac1 GTP hydrolysis 11%, SV40 large T antigen 2%, PhoP inhibition 0%, RSV CPE inhibition -1.3%, GPR55 antagonists 11%, HIV fusion peptide 0.2%, Dengue-2 NS5 capping 1% and GPR35 arrestin U2OS 13%.
For Cn1c(CNc2ccc(Cl)cc2)nnc1SCc1ccccc1 the results were K1F lysis inhibition 1.8%, Rac1 GTP hydrolysis -3%, SV40 large T antigen 16%, PhoP inhibition -3%, RSV CPE inhibition 0.9%, GPR55 antagonists 20%, HIV fusion peptide -2.7%, Dengue-2 NS5 capping 4% and GPR35 arrestin U2OS 6%.
Screening COC(=O)c1ccc(NC(=O)CC2C(=O)N(c3ccc(C)cc3)C(=O)N2CC(C)C)cc1 (centres undefined) returned K1F lysis inhibition -1.5%, Rac1 GTP hydrolysis 16%, SV40 large T antigen 0%, PhoP inhibition -6%, RSV CPE inhibition 2.5%, GPR55 antagonists 12%, HIV fusion peptide -0.4%, Dengue-2 NS5 capping -10% and GPR35 arrestin U2OS 2%.
`Cc1ccc2oc(C(=O)N(C)Cc3ccon3)c(C)c2c1` gave K1F lysis inhibition 0.6%, Rac1 GTP hydrolysis -1%, SV40 large T antigen 4%, PhoP inhibition 0%, RSV CPE inhibition 5.5%, GPR55 antagonists 17%, HIV fusion peptide -1.3%, Dengue-2 NS5 capping 8% and GPR35 arrestin U2OS -4%.
`CCc1ccc(NC(=S)N2CCC(NC(=O)c3ccccc3OC)CC2)cc1` gave K1F lysis inhibition -0.5%, Rac1 GTP hydrolysis 7%, SV40 large T antigen 11%, PhoP inhibition -4%, RSV CPE inhibition 9.3%, GPR55 antagonists 6%, HIV fusion peptide -0.6%, Dengue-2 NS5 capping -4% and GPR35 arrestin U2OS 7%.
For CCOc1cccc(C(=O)Nc2ccncc2)c1 the results were K1F lysis inhibition 0.6%, Rac1 GTP hydrolysis -3%, SV40 large T antigen 9%, PhoP inhibition 1%, RSV CPE inhibition 6.2%, GPR55 antagonists -11%, HIV fusion peptide 0.4%, Dengue-2 NS5 capping -9% and GPR35 arrestin U2OS -2%.
For Cc1ccc(C(=O)Nc2ccc(S(=O)(=O)N3CCCC3)cc2)s1 the results were K1F lysis inhibition 0.1%, Rac1 GTP hydrolysis 11%, SV40 large T antigen 6%, PhoP inhibition 3%, RSV CPE inhibition 1.9%, GPR55 antagonists 5%, HIV fusion peptide -0.9%, Dengue-2 NS5 capping -1% and GPR35 arrestin U2OS -6%.
Cc1nn(CC(=O)NCCCN2CCCCC2C)c(=O)c2cccn12 (centres undefined) was read as K1F lysis inhibition 0.1%, Rac1 GTP hydrolysis 10%, SV40 large T antigen 17%, PhoP inhibition -2%, RSV CPE inhibition -0.5%, GPR55 antagonists -1%, HIV fusion peptide 2.0%, Dengue-2 NS5 capping -13% and GPR35 arrestin U2OS -5%.
For COc1cccc(-c2cc3nc(-c4ccccc4)cc(N4CCC5(CC4)OCCO5)n3n2)c1 the results were K1F lysis inhibition 2.5%, Rac1 GTP hydrolysis 2%, SV40 large T antigen 3%, PhoP inhibition -6%, RSV CPE inhibition inconclusive, GPR55 antagonists -16%, HIV fusion peptide 0.1%, Dengue-2 NS5 capping -2% and GPR35 arrestin U2OS -7%.
Screening Cn1/c(=N/NC(=O)c2cccc(OC(F)F)c2)sc2ccccc21 returned K1F lysis inhibition 1.4%[50 µM], Rac1 GTP hydrolysis 11%, SV40 large T antigen 13%, PhoP inhibition -10%, RSV CPE inhibition 2.2%, GPR55 antagonists 2%, HIV fusion peptide -1.0%, Dengue-2 NS5 capping -1% and GPR35 arrestin U2OS -9%.
For Cc1ccc(C)c(OC(=O)CN2C(=O)c3ccccc3C2=O)c1 the results were K1F lysis inhibition 0.0%, Rac1 GTP hydrolysis -3%, SV40 large T antigen 16%, PhoP inhibition 2%, RSV CPE inhibition -0.3%, GPR55 antagonists -1%, HIV fusion peptide 1.9%, Dengue-2 NS5 capping 1% and GPR35 arrestin U2OS 2%.
Screening c1cncc(-c2noc(CC3CCCCC3)n2)c1 returned K1F lysis inhibition 2.5%, Rac1 GTP hydrolysis -1%, SV40 large T antigen 0%, PhoP inhibition -6%, RSV CPE inhibition 3.9%, GPR55 antagonists 13%, HIV fusion peptide 1.2%, Dengue-2 NS5 capping -6% and GPR35 arrestin U2OS -14%.

Reprinted at random: 2 records from the list
Screening c1cncc(-c2noc(CC3CCCCC3)n2)c1 returned K1F lysis inhibition 2.5%, Rac1 GTP hydrolysis -1%, SV40 large T antigen 0%, PhoP inhibition -6%, RSV CPE inhibition 3.9%, GPR55 antagonists 13%, HIV fusion peptide 1.2%, Dengue-2 NS5 capping -6% and GPR35 arrestin U2OS -14%.
Screening COC(=O)c1ccc(NC(=O)CC2C(=O)N(c3ccc(C)cc3)C(=O)N2CC(C)C)cc1 (centres undefined) returned K1F lysis inhibition -1.5%, Rac1 GTP hydrolysis 16%, SV40 large T antigen 0%, PhoP inhibition -6%, RSV CPE inhibition 2.5%, GPR55 antagonists 12%, HIV fusion peptide -0.4%, Dengue-2 NS5 capping -10% and GPR35 arrestin U2OS 2%.

The list continues.
For CCN1C(=O)C2(Nc3ccccc3-c3nc4ccccc4n32)c2cc(OC)ccc21 (centres undefined) the results were K1F lysis inhibition 0.7%, Rac1 GTP hydrolysis 6%, SV40 large T antigen 2%, PhoP inhibition 2%, RSV CPE inhibition -0.4%, GPR55 antagonists 31%, HIV fusion peptide 6.3%, Dengue-2 NS5 capping -2% and GPR35 arrestin U2OS 0%.
For Nn1c(SCc2cccc(F)c2)nnc1-c1cccnc1 the results were K1F lysis inhibition -0.5%, Rac1 GTP hydrolysis -2%, SV40 large T antigen -4%, PhoP inhibition 3%, GPR55 antagonists 1%, HIV fusion peptide -1.0%, Dengue-2 NS5 capping 4% and GPR35 arrestin U2OS 5%.
CCCC1C(C#N)=C(N)Oc2n[nH]c(C(C)(C)C)c21 (centres undefined) was read as K1F lysis inhibition -0.3%, Rac1 GTP hydrolysis 1%, SV40 large T antigen 11%, PhoP inhibition -5%, RSV CPE inhibition -0.3%, GPR55 antagonists 3%, HIV fusion peptide -2.1%, Dengue-2 NS5 capping -9% and GPR35 arrestin U2OS 2%.
For CC1(C(=O)O)CCC(C(=O)Nc2ccc(Cl)c(Cl)c2)C1(C)C (centres undefined) the results were K1F lysis inhibition 7.3%, Rac1 GTP hydrolysis 7%, SV40 large T antigen 12%, PhoP inhibition -3%, RSV CPE inhibition 2.2%, GPR55 antagonists 6%, HIV fusion peptide 0.2%, Dengue-2 NS5 capping -7%, GPR35 arrestin U2OS -2% and Dengue-2 NS5 capping pilot replicate -1.8.
For O=C(COC(=O)c1cc2c(s1)CCC2)Nc1ccc(F)cc1 the results were K1F lysis inhibition -0.1%, Rac1 GTP hydrolysis 3%, SV40 large T antigen 4%, PhoP inhibition 5%, RSV CPE inhibition 0.2%, GPR55 antagonists 19%, HIV fusion peptide 14%, Dengue-2 NS5 capping -3% and GPR35 arrestin U2OS 8%.
CCOc1c2ccccc2nn1CCO was read as K1F lysis inhibition -0.1%, Rac1 GTP hydrolysis 2%, SV40 large T antigen 10%, PhoP inhibition -8%, RSV CPE inhibition 1.1% and Dengue-2 NS5 capping -5%.
For O=C(Cc1n[nH]c(=O)[nH]c1=O)N/N=C/c1cccc(Cl)c1 the results were K1F lysis inhibition -0.8%[50 µM], Rac1 GTP hydrolysis 7%, SV40 large T antigen 4%, PhoP inhibition -2%, RSV CPE inhibition -0.1%, GPR55 antagonists -12%, HIV fusion peptide -1.0%, Dengue-2 NS5 capping -4% and GPR35 arrestin U2OS 11%.
Screening Cc1cc(C(C)(C)C)cc(C)c1C[n+]1ccc2ccccc2c1 returned K1F lysis inhibition 0.4%, Rac1 GTP hydrolysis 5%, SV40 large T antigen 3%, PhoP inhibition -3%, RSV CPE inhibition -2.2%, GPR55 antagonists 2%, HIV fusion peptide -1.0%, Dengue-2 NS5 capping -6% and GPR35 arrestin U2OS -4%.
COc1ccc(CCn2c(=S)[nH]c3ccc(N4CCOCC4)cc3c2=O)cc1OC was read as K1F lysis inhibition 0.4%, Rac1 GTP hydrolysis 15%, SV40 large T antigen 9%, PhoP inhibition -1%, RSV CPE inhibition 2.4%, GPR55 antagonists 4%, HIV fusion peptide -2.6%, Dengue-2 NS5 capping -3% and GPR35 arrestin U2OS -1%.
Screening O=C(COC(=O)CCc1ccc(S(=O)(=O)N2CCOCC2)cc1)NC1CCCC1 returned K1F lysis inhibition 3.2%, Rac1 GTP hydrolysis -7%, SV40 large T antigen 11%, PhoP inhibition -7%, RSV CPE inhibition 2.4%, GPR55 antagonists -5%, HIV fusion peptide 1.4%, Dengue-2 NS5 capping -1% and GPR35 arrestin U2OS 2%.
COc1cc(N2C(=O)NC3CC2(C)Oc2ccccc23)cc(OC)c1OC (centres undefined) was read as K1F lysis inhibition 0.2%, Rac1 GTP hydrolysis 5%, SV40 large T antigen 0%, PhoP inhibition 24%, RSV CPE inhibition 1.9%, GPR55 antagonists 8%, HIV fusion peptide 4.1%, Dengue-2 NS5 capping -3% and GPR35 arrestin U2OS 8%.
Cc1ccc(-n2cc(CN3CCN(Cc4nccn4C)CC3)c(-c3cccc(C)c3)n2)cc1 was read as K1F lysis inhibition 1.2%, Rac1 GTP hydrolysis -3%, RSV CPE inhibition -2.6%, GPR55 antagonists 2%, HIV fusion peptide 0.1%, Dengue-2 NS5 capping -9% and GPR35 arrestin U2OS 10%.
COc1ccc(NC(=O)C(C)N2c3cccc4cccc(c34)S2(=O)=O)cc1OC (centres undefined) was read as K1F lysis inhibition 1.3%, Rac1 GTP hydrolysis 3%, SV40 large T antigen 0%, PhoP inhibition -4%, RSV CPE inhibition -0.9%, GPR55 antagonists -9%, HIV fusion peptide -0.3%, Dengue-2 NS5 capping -3% and GPR35 arrestin U2OS -1%.
`O=C(CNS(=O)(=O)c1ccccc1)NCc1ccco1` gave K1F lysis inhibition 0.4%, Rac1 GTP hydrolysis 8%, SV40 large T antigen 0%, PhoP inhibition 7%, RSV CPE inhibition 0.7%, GPR55 antagonists -6%, HIV fusion peptide 2.6%, Dengue-2 NS5 capping 4% and GPR35 arrestin U2OS -1%.

Screening data (PubChem BioAssay)
